CSN deneddyl inh = inhibitors of CSN-mediated cullin deneddylation, primary screen, biochemical, fluorescence polarization, uHTS. inhibition, % at 12.5 µM. Purified CSN, SCF-Nedd8-OG deneddylation. 360,000 tested, 0.38% active;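 active = pattern-corrected inhibition above about 35%, with an unprinted fluorescence ratio check between 0.5 and 1.5, limit read from the data, passing the limit was not always enough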;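 note: 0% = enzyme with substrate and 100% = substrate without enzyme; some results filed as inactive read as strong as hits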
Target sequence (Q92905 whole entry, looked up, one chain of several): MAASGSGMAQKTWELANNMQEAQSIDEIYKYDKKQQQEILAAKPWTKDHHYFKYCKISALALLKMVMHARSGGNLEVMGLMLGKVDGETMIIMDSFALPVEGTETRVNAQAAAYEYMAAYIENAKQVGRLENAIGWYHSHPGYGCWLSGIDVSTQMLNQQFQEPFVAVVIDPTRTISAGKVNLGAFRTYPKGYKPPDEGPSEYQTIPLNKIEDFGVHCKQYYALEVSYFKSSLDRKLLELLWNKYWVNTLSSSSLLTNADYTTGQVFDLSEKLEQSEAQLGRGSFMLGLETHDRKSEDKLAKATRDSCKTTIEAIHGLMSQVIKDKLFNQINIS
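Schedule: reaction 90 min, room temperature / Assay system: HEK293T-derived human Csn5 enzyme / Input: Csn5 at 0.24 nM final / Measure: inhibition of Csn5 cleavage, % / Control set: substrate-only high control, full reaction low control / Technique: fluorescence polarization of the substrate / Buffer or medium: Tris/NaCl/DTT buffer, pH 7.5 / Reagent: SCFSkp2-Nedd8OG substrate at 10 nM final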
Scp1 inh = Scp-1 phosphatase inhibitors, primary screen, biochemical, colorimetric, uHTS; Carboxy-terminal domain RNA polymerase II polypeptide A small phosphatase 1 (Homo …; Recombinant Scp1, phosphopeptide, malachite green phosphate absorbance; 340,000 tested, 0.88% active; inhibition, % at 20 µM;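 active = inhibition above about 50% at 20 µM, limit read from the data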;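 note: plate controls were DMSO wells with enzyme for no effect and wells lacking enzyme for full effect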
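Times: enzyme reaction 45 min at room temperature, colour 5 min, stabilisation 30 min. Material: SCP-1 catalytic fragment, aa 76-261. Medium: Acidic Tris acetate buffer with magnesium and detergent. Signal: colorimetric free-phosphate detection, absorbance 630 nm. Read-out basis: % inhibition of SCP-1 phosphate liberation. Reagent: Phosphorylated 17-residue peptide substrate.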
Neddylation inh = inhibitors of cullin neddylation, primary screen, biochemical, TR-FRET, uHTS, NAE and Ubc12 | NEDD8-conjugating enzyme Ubc12 (Homo sapiens) + NEDD8-activating enzyme E1 regulatory … | 360,000 tested, 0.58% active | calls only at 25 µM; in the data active = inhibition above about 36%
LMPTP inh = LMPTP phosphatase inhibitors, primary screen, biochemical, fluorescence intensity, uHTS | 360,000 tested, 0.22% active | recombinant LMPTP-A, OMFP fluorogenic substrate | inhibition, % at 20 µM;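 active = compounds that cut the enzyme signal by at least half of the control window in the single-dose screen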;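 note: plate controls were DMSO wells with enzyme plus substrate for no effect and substrate without enzyme for full effect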
Target sequence (P24666 whole entry, looked up): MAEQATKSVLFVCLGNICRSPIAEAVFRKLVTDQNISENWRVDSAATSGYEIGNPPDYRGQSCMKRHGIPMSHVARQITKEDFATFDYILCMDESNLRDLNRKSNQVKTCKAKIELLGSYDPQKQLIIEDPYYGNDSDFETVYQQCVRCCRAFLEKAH
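Test system: LMPTP-A, protein tyrosine phosphatase of low molecular weight; Input: 0.625 nM enzyme; Incubation: 50 min dark incubation at room temperature; Signal: endpoint fluorescence intensity from OMFP dephosphorylation; Read-out basis: % inhibition versus control wells.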
Rin1-Abl PPI inh = inhibitors of Rin1-Abl protein binding, primary screen, biochemical, TR-FRET. Tyrosine-protein kinase ABL1 (Homo sapiens) + Ras and Rab interactor 1 (Homo sapiens), …. inhibition, % at 7.35 µM. 360,000 tested, 0.4% active; in the data active = inhibition above about 5%, passing the limit was not always enough
NadD inh = inhibitors of S. aureus NadD, primary screen, biochemical, colorimetric, uHTS; Nicotinate-nucleotide adenylyltransferase NadD (Staphylococcus aureus N315); 360,000 tested, 0.78% active; inhibition, % at 20 µM; purified NadD enzyme, colorimetric absorbance read-out; AID 602399, 2012; in the data active = inhibition above about 26%; note: some compounds past the cut are filed as inactive
STEP block = STEP phosphatase inhibitors, primary screen, biochemical, fluorescence intensity, uHTS | Tyrosine-protein phosphatase non-receptor type 5 (Homo sapiens), P54829 | recombinant STEP, OMFP fluorogenic substrate | inhibition, % at 20 µM | 360,000 tested, 0.25% active | AID 588621, 2011;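 active = inhibition at 20 µM, scaled per plate between control wells, above about 37%, limit read from the data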;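 note: 0% = DMSO with enzyme and substrate and 100% = substrate only without enzyme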
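Also added – OMFP at 25 µM · Test system – STEP tyrosine phosphatase · Technique – FITC-channel fluorescence of OMFP product · Schedule – 20 min at room temperature, dark · Evaluation – control-normalized % inhibition with plate pattern correction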
DNMT1 block = human DNMT1 methyltransferase inhibitors, primary screen, biochemical, molecular beacon, fluorescence, HinP1I cleavage, uHTS; inhibition (reported as % activation of signal), % at 10 µM; 360,000 tested, 0.83% active; AID 588458, 2011; in the data active = inhibition above about 50%
Rpn11 inh = Rpn11 (PSMD14) deubiquitinase inhibitors, primary screen, biochemical, fluorescence polarization, uHTS. 26S proteasome non-ATPase regulatory subunit 14 (Homo sapiens), O00487. human 26S proteasome, Ub4-pepOG fluorescence polarization; 20S core pre-blocked with epoxomicin. calls only at 20 µM. 360,000 tested, 0.59% active. AID 588493, 2011;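 active = inhibition at 20 µM, scaled to each plate's controls, above about 33%, limit read from the data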
Target sequence (O00487 whole entry, looked up): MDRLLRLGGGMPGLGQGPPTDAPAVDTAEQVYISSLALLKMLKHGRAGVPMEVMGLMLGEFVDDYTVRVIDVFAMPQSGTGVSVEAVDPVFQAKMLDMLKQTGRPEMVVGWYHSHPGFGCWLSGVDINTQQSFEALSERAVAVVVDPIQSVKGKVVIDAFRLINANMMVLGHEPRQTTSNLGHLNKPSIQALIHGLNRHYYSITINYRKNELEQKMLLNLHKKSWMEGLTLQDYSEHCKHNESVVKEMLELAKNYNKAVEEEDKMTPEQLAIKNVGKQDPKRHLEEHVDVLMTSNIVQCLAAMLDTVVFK
SUMO1 PPI mod = modulators of SUMO1 protein-protein interactions, primary screen, biochemical, uHTS; SUMO1 binding to a labelled peptide, TR-FRET, 1 h; Small ubiquitin-related modifier 1 (Homo sapiens), P63165; 360,000 tested, 0.33% active; AID 602429, 2012; inhibition, % at 20 µM; in the data active = inhibition above about 37%
Target sequence (P63165 whole entry, looked up): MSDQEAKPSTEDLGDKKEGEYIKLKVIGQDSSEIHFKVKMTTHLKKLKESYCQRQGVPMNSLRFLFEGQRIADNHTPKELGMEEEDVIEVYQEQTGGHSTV
* hit, by the source's call; i = inactive; x = not tested or not shown; + = active, no number; & = joins results of further samples. The order is random, and some 3.8% of all compounds hit somewhere here.

The opening six entries, to show the layout:
Results follow in this order: CSN deneddyl inh	Scp1 inh	Neddylation inh	LMPTP inh	Rin1-Abl PPI inh	NadD inh	STEP block	DNMT1 block	Rpn11 inh	SUMO1 PPI mod
O=C(Nc1ccccc1Cl)C1Cc2ccccc2O/C1=N\O (stereo not given)
→ 6	-10	i	-2.0	2	-9	0	2	i	-4
CC(=O)c1sc(-c2ccccc2Cl)nc1C
→ 2	1	i	-0.6	3	0	0	1	i	-7
O=C(Nc1nccs1)C1=COCCO1
→ -1	-5	i	1.1	4	2	-4	2	i	2
Cc1ccc(O)c(-c2cc(C(=O)NCc3ccccc3)[nH]n2)c1
→ -3	-8	i	0.1	1	5	-3	0	i	1
CCCSC1=N/C(=C\c2ccsc2)C(=O)S1
→ -3	-5	i	1.1	1	5	8	1	i	-5
O=C(N/N=C/c1ccc2c(c1)OCO2)c1cc(-c2ccco2)nc2ccccc12
→ 43*	67*	i	12	2	24	5	72*	i	10

This part in full, repeating the preview:
Results follow in this order: CSN deneddyl inh	Scp1 inh	Neddylation inh	LMPTP inh	Rin1-Abl PPI inh	NadD inh	STEP block	DNMT1 block	Rpn11 inh	SUMO1 PPI mod
O=C(Nc1ccccc1Cl)C1Cc2ccccc2O/C1=N\O (stereo not given)
→ 6	-10	i	-2.0	2	-9	0	2	i	-4
CC(=O)c1sc(-c2ccccc2Cl)nc1C
→ 2	1	i	-0.6	3	0	0	1	i	-7
O=C(Nc1nccs1)C1=COCCO1
→ -1	-5	i	1.1	4	2	-4	2	i	2
Cc1ccc(O)c(-c2cc(C(=O)NCc3ccccc3)[nH]n2)c1
→ -3	-8	i	0.1	1	5	-3	0	i	1
CCCSC1=N/C(=C\c2ccsc2)C(=O)S1
→ -3	-5	i	1.1	1	5	8	1	i	-5
O=C(N/N=C/c1ccc2c(c1)OCO2)c1cc(-c2ccco2)nc2ccccc12
→ 43*	67*	i	12	2	24	5	72*	i	10
Cc1ccc(C)c2[nH]c(=O)c(C(c3nnnn3C3CCCC3)N3CCOCC3)cc12 (stereo not given)
→ 0	-3	i	0.1	-3	-1	3	3	i	1
Cc1noc(C)c1COc1ccccc1C(=O)N1CCN(S(=O)(=O)c2ccccc2Br)CC1
→ -2	3	i	-0.4	-4	8	-2	1	i	-2
COc1cc(OC)cc(-c2c(C#Cc3ccsc3)c3cc(-c4ccc5c(c4)OCCO5)ccc3n2C)c1
→ 3	-6	x	2.5	2	11	1	2	i	-13
COc1ccc(CNc2ncccn2)cc1OC
→ 5	-1	i	0.1	4	1	-3	-3	i	3
CC(C)CCNC(=O)CCc1nnc2n(CCCOC(C)C)c(=O)c3ccccc3n12
→ 8	-19	i	-1.6	-1	-2	-1	-2	i	1
CCCCCC(=O)NC(=S)Nc1ccc2oc(=O)ccc2c1
→ 3	-13	i	0.2	-2	-3	1	-1	i	0
CCn1c(SCC(=O)Nc2nc(C)c(C)s2)nnc1-c1cccnc1
→ -2	3	i	-1.0	6	-2	0	-1	i	0
[O-][n+]1c2ccccc2c2n1CCCN=C2c1ccc(Cl)cc1
→ -5	1	i	0.2	-1	3	0	-8	i	-14
O=C(Nc1ccc2c(c1)CCC2)Nc1ccccc1F
→ 3	1	i	2.4	3	-4	1	4	i	-1
Cc1ccc(S(=O)(=O)N2[C@H](CC(=O)c3ccc(Cl)c(Cl)c3)OC[C@@H]2C)cc1
→ 0	x	i	1.4	x	x	x	x	x	-7
CN1CCN(CCCNC(=O)c2cc3c(=O)n(C)c4ccccc4c3s2)CC1
→ 2	-14	x	-6.6	-8	-5	0	14	i	-19
CC1CCCCC1NS(=O)(=O)c1ccc(-n2cnnn2)cc1 (stereo not given)
→ 3	-4	i	-1.0	-1	1	-2	0	i	0
Cn1c(Cc2ccccc2)nnc1SCC(=O)N1CCN(c2ccccc2)CC1
→ 0	-10	i	0.4	4	0	1	-3	i	1
O=Nc1c(O)n(Cc2c(Cl)cccc2Cl)c2ccccc12
→ -13	1	i	0.5	-3	-2	0	-1	i	-11

Further entries
Results follow in this order: CSN deneddyl inh	Scp1 inh	Neddylation inh	LMPTP inh	Rin1-Abl PPI inh	NadD inh	STEP block	DNMT1 block	Rpn11 inh	SUMO1 PPI mod
CCOC(=O)[C@@H]1[C@H]2COc3ccccc3[C@@H]2N2C(=O)N(c3ccc(C)cc3)C(=O)[C@]12C
→ 0	-11	i	-0.1	3	-2	-2	0	i	-4
C=CCn1cnc2c(oc3ccccc32)c1=O
→ -3	3	i	-1.4	-4	-2	-3	2	i	-2
COc1ccc(C(CNC(=O)COc2ccccc2C#N)N2CCOCC2)cc1 (stereo not given)
→ 2	-6	i	0.6	-1	2	-1	104*	i	-3
Cc1cccn2c(=O)c3cc(C(=O)NCCN4CCOCC4)n(C)c3nc12
→ 5	-7	x	0.5	-7	1	3	-1	i	-13
COc1cc2[nH]c3c(=O)n4c(nc3c2cc1OC)SCCC4
→ -5	-6	i	3.5	4	4	4	-1	i	10
CC(C)c1cc(N2CCC(=O)NC2=O)cc(C(=O)O)c1O
→ -5	-2	i	-1.4	3	3	2	-1	i	-4
C=CCN(c1ccccc1)S(=O)(=O)c1cccc2cccnc12
→ -2	-5	i	1.9	-2	-1	1	-2	i	-3
Cc1ccc(NC(=O)NC(=O)COc2c(F)c(F)cc(F)c2F)c(C)c1
→ 1	0	i	-1.5	-1	-6	0	0	i	0
Cc1noc(C)c1C(=O)OCC(=O)N1CCN(S(=O)(=O)c2ccc3ccccc3c2)CC1
→ 0	-7	i	0.8	-5	1	2	6	i	1
COc1ccc(CCC(=O)OCC(=O)N2CCN(S(=O)(=O)c3ccc(C)cc3C)CC2)cc1
→ 3	-8	i	0.4	-1	3	0	-1	i	-3
CCC1CCC2(CC1)NC(=O)N(CC(=O)NCc1ccc(Cl)cc1)C2=O (stereo not given)
→ -1	-2	i	-1.3	2	2	-1	0	i	1
Cc1ccc2cccc(S(=O)(=O)N3CCCc4ccccc43)c2n1
→ -5	-1	i	1.5	2	3	4	-2	i	3
C=C(C)/C=N/NC(=S)Nc1ccc(S(=O)(=O)N2CCOCC2)cc1
→ -1	-4	i	-0.6	0	0	0	-5	i	-11
CC(C)CCNC(=O)C(c1ccc(O)cc1)N(C(=O)C1COc2ccccc2O1)c1cccc(O)c1 (stereo not given)
→ 2	-14	i	1.3	-4	-3	-1	1	i	2
Cn1nnc2cc(C(=O)N3CCN(c4ccccn4)CC3)ccc21
→ 0	9	i	1.5	3	-7	-4	9	i	6
NC(=O)N1CCN(CCCN2c3ccccc3Sc3cc(Cl)ccc32)CC1
→ -2	x	i	1.0	-1	-3	4	-6	i	2
O=C(NCc1ccccc1)C1CC(=O)N(C2CCCCC2)C1 (stereo not given)
→ 2	-4	i	-0.3	-2	2	0	2	i	-7
CCCNC(=O)Cn1cccc1C(=O)c1ccccc1
→ -1	-1	i	0.7	-4	10	5	8	i	1
O=C(Oc1ccc2c(c1)OCC2=O)c1ccc(Cl)cc1
→ 7	-10	i	-2.1	-2	-1	1	5	i	7
O=C(CN1CCCC1)Nc1c2c(cc3c1CCC3)CCC2
→ 0	25	i	-1.8	0	-1	-3	2	i	0

Later entries
Results follow in this order: CSN deneddyl inh	Scp1 inh	Neddylation inh	LMPTP inh	Rin1-Abl PPI inh	NadD inh	STEP block	DNMT1 block	Rpn11 inh	SUMO1 PPI mod
O=C(c1ccc(Cl)c(Cl)c1)N1CCC(=O)N(C(COCc2cccc(Cl)c2)Cc2ccccc2)CC1 (stereo not given)
→ -4	-5	i	11	9	-4	1	2	i	5
Clc1ccc2nc(CN3CCCc4ccccc43)cn2c1
→ 3	-5	i	10.0	-5	3	-24	4	i	-2
O=C1CCN(Cc2ccc(O)cc2)CCN1CCO
→ -4&-6	-3	i	-0.3&-1.6	-2	-1&-1	-2	1	i	-2&-3
Cn1nc(C(C)(C)C)c([N+](=O)[O-])c1C(=O)NC1CCCCC1
→ 1	-2	i	-0.9	2	0	-4	2	i	3
Nc1nonc1-n1nnc(C(=O)N/N=C/c2ccc(Br)cc2)c1CN1CCOCC1
→ 0	-5	i	-0.8	-5	4	-2	-2	i	-21
Cn1c(=O)c2cc(NC(=O)Nc3cccnc3)ccc2n1Cc1ccc(Cl)cc1
→ 10	x	x	0.9	-1	6	-2	-8	+	1
Cn1c(N)c(C(=O)COC(=O)c2ccccc2C(=O)c2ccccc2)c(=O)n(C)c1=O
→ -1	-4	i	-1.2	5	-3	-2	0	i	2
CNCC[C@H](Oc1ccc(C(F)(F)F)cc1)c1ccccc1
→ -4	2	i	-2.1	0	-2	-1	1	i	7
COc1ccc(C(=O)/C=C/c2ccc(O)cc2)cc1
→ 9	-7	i	1.5	-3	-2	0	-2	i	-11
O=C(O)Cc1sc(-c2ccccc2)nc1-c1cccs1
→ -9	-5	i	-1.4	-1	-1	-1	-1	i	-5
Cc1cc(OCc2nnc(SC(C)C(=O)O)n2Cc2ccccc2)ccc1Cl (stereo not given)
→ -3	-4	i	3.9	0	4	-1	-2	i	1
Cc1ccc(-n2c(SCC(=O)NCc3ccco3)nnc2-c2cccnc2)cc1
→ -6	-7	i	-0.7	7.4*	1	1	3	i	1
COc1cccc(NC(=O)CN(C)C(=O)c2ccc(OCC3CCCO3)cc2)c1 (stereo not given)
→ -1	-1	i	-0.1	2	-4	0	0	i	1
CCOC(=O)c1cn(CC)c2cc(Cl)c([N+](=O)[O-])cc2c1=O
→ -2	1	i	-1.4	-1	0	-1	-4	i	-21
C/C(=N\N=C1/SC(CC(=O)O)C(=O)N1c1ccccc1)c1ccc(C)cc1 (stereo not given)
→ 2	-13	i	-1.4	3	-1	0	1	i	0
Cc1sc2nc(SCC(=O)NCCOCCO)nc(N)c2c1C
→ -1	-9	i	-0.2	4	-4	0	-4	i	1
O=S1(=O)CCOC[C@H](c2ccccc2)N1Cc1cccc(Cl)c1
→ 1	-17	i	-0.2	2	-15	1	-3	i	-1

Screening data (PubChem BioAssay)
